High-throughput results from PubChem BioAssay.
Runt-SMMHC FRET – Runt domain-CBFb-SMMHC interaction inhibition. Q01196+Q13951. Cerulean-Runt/Venus-CBFb-SMMHC FRET ratio 530/480, 1 h. inhibition, % at 20 µM. hit rate 0.74% among 220,000;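 active means mean inhibition across duplicate retests at 20 µM reaching about 50%, limit read from the data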;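 further: 0% = DMSO wells and 100% = wells with excess untagged CBFb-SMMHC; inhibitors lower the FRET ratio by blocking Runt binding to CBFb-SMMHC; some results filed as inactive read as strong as hits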
m-calpain inh – inhibitors of pig calpain II. purified calpain II, fluorogenic peptide substrate, 30 min. inhibition, % at 16 µM. hit rate 0.37% among 220,000. AID 1236;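 active means inhibition above about 50%, limit read from the data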
Runt-CBFb FRET – inhibitors of human RUNX1 Runt domain binding to CBFb; Q01196+Q13951; Cerulean-Runt/Venus-CBFb FRET ratio 530/480, 1 h; inhibition, % at 20 µM; hit rate 0.46% among 220,000; AID 1496;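 active means inhibition over about 50% at 20 µM in the single-dose screen, limit read from the data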;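 further: 0% = DMSO wells and 100% = excess unlabeled CBFb competitor control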
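test system = Cerulean-Runt domain fusion protein, energy donor | probe or stimulus = Venus-CBFb binding partner, 100 nM | incubation = two 1 h room-temperature incubations shielded from light | detection = fluorescence energy transfer, 422 nm excitation, 530/480 nm emission | measure = loss of energy transfer signal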
NCF1 inh – inhibitors of human p47phox binding; P14598; p47phox/p22phox peptide binding, fluorescence polarization, 2 h; inhibition, % at 24.7 µM; hit rate 0.53% among 220,000; AID 1274;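 active means inhibition above about 30%, limit read from the data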;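 further: 0% = p47phox with labelled peptide and 100% = labelled peptide alone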
Target sequence (P14598 whole entry, looked up): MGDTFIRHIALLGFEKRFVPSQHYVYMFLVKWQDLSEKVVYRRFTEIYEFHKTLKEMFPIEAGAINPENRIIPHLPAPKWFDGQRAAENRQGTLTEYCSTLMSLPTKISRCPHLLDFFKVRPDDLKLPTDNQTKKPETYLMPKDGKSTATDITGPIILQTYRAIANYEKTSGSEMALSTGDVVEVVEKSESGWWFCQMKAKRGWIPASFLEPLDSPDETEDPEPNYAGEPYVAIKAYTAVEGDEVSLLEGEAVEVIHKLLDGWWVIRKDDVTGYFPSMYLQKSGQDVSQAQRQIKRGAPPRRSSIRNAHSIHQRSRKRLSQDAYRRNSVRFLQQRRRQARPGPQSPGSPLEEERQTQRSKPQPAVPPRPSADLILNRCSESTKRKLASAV
EBV gp42 inh – blocks Epstein-Barr virus glycoprotein 42 binding | Q1HVG2 | Fluorescence polarization binding assay, mP read-out | hit rate 0.42% among 220,000 | AID 1085 | inhibition, % (tested at 21.74 µM); in the data active means inhibition above about 50%
Target sequence (Q1HVG2 whole entry, looked up): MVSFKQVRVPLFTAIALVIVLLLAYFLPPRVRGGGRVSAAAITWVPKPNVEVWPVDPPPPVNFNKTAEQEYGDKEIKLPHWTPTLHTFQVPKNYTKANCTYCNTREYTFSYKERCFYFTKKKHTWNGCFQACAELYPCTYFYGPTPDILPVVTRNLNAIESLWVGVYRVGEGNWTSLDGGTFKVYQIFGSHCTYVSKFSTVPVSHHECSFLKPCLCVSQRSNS
TbHK1 inh – blocks Trypanosoma brucei hexokinase 1 activity. recombinant TbHK1, G6PDH-coupled NADH A340. inhibition, % at 10 µM. hit rate 0.11% among 220,000. AID 1430;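 active means inhibition of 50% or more in the single-dose primary screen; inactive means inhibition below 50%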
RBBP9 inhibitor – inhibitors of human serine hydrolase RBBP9; hit rate 0.2% among 220,000; recombinant RBBP9, FP-Rh probe fluorescence polarization; O75884; inhibition, % at 7.94 µM;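 active means inhibition above the campaign mean of all tested compounds plus 3 SD, cut at about 14% in these data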;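 further: plate controls were DMSO wells with RBBP9 for no effect and wells lacking RBBP9 protein for full effect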
Target sequence (O75884 whole entry, looked up): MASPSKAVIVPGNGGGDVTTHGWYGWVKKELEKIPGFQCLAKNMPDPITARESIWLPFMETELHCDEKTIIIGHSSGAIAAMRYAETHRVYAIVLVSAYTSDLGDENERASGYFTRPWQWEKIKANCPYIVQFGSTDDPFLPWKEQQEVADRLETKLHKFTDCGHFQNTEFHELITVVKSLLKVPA
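Measured by – fluorescence polarization · Test system – RBBP9 protein · Input – 2.5 µM RBBP9 dispensing solution, before mixing · Measure – percent inhibition from mP, scaled between DMSO and no-protein wells · Benchmarks – DMSO-treated enzyme wells and wells lacking RBBP9 · Times – preincubation 30 min plus labeling 45 min at 25 °C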
Furin inh – blocks human furin protease activity; purified furin, fluorogenic substrate cleavage; hit rate 0.061% among 220,000; P09958; inhibition, % at 30 µM; in the data active means inhibition above about 25%; further: inactives centre near -15
p97 ATPase inh – human p97 ATPase inhibition; hit rate 0.42% among 220,000; P55072; recombinant p97 ATPase, Kinase-Glo ATP luminescence, 3 h; AID 1481; inhibition, % at 8 µM; in the data active means inhibition above about 15%;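 further: 0% = DMSO vehicle and 100% = wells lacking enzyme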
* hit, by the source's call; i = inactive; nt = not tested or not shown; [ ] = another dose, or the depositor's remark.

SMILES	Runt-SMMHC FRET	m-calpain inh	Runt-CBFb FRET	NCF1 inh	EBV gp42 inh	TbHK1 inh	RBBP9 inhibitor	Furin inh	p97 ATPase inh
COc1ccc(NC(=O)CCNS(=O)(=O)c2ccc3c(c2)c(=O)n(C)c(=O)n3C)cc1OC	-1	-31	0	0	0	-3	0	-14	6
CCN(CCNS(=O)(=O)c1ccc2[nH]c(=O)sc2c1)c1ccccc1	4	-5	-1	-15	10	-4	1	-21	1
CN(C)c1cc(NC(=O)CNC(C)(C)CC(C)(C)C)c2ccccc2n1	-2	-61	-4	-3	-11	-6	0	-19	-6
Cc1cc(C)cc(N(CC(=O)Nc2ccccc2)C2=NC3CS(=O)(=O)CC3S2)c1 (stereo not drawn)	-2	15	-1	-5	4	-2	0	-20	-2
Nc1ccc2nc(CCc3ccccc3)[nH]c2c1	-2	-23	2	-3	-3	2	0	-19	4
Nc1nc(C23CC4CC(CC(C4)C2)C3)[nH]c(=O)n1	-1	20	1	3	11	5	-4	-11	-1
CCCCCCNS(=O)(=O)c1ccc(NC(=O)C2CCCO2)cc1 (stereo not drawn)	-6	-37	-4	-9	-15	-1	-3	-30	1
CCn1c(SCC(=O)NCc2ccco2)nnc1-c1cccs1	-1	3	2	-6	18	4	-2	-7[20 µM]	-9
CCOC(=O)C1=C(C)Nc2nc3ccccc3n2C1c1ccccc1 (stereo not drawn)	2	-27	-2	-4	-8	1	-8	-22[20 µM]	-4
COc1ccc(C2C(C#N)=C(N)Oc3cc(C)[nH]c(=O)c32)cc1OC (stereo not drawn)	2	-2	1	-3	3	-9	-7	-9	5
Cc1ccc(-c2nnn(CC(=O)N3CCN(c4ccccc4)CC3)n2)o1	2	6	0	-6	-20	-1	3	-16	8
O=C(Nc1ccc(F)cc1)Nc1ccccc1F	1	19	-2	-6	6	7	-10	-25	-5
COc1cc(/C=C/c2ccc3cccc([N+](=O)[O-])c3n2)ccc1OCC#N	0	-29	-1	-20	-6	-12	-9	-16	0
CCCCNC(=O)n1c(=O)oc2ccc(Cl)cc21	-4	23	0	-9	-13	9	-2	-2[20 µM]	-6
COc1ccc(C2=NOC(C(=O)Nc3cccnc3Cl)C2)cc1 (stereo not drawn)	-12	-4	1	7	4	-7	-3	-9	-1
COc1ccccc1NC(=O)Nc1ccc(C(N)=O)cc1	-7	11	2	-7	-8	0	1	-32	5
COc1ccc(CCNC(=O)C2CC(c3cc(C(F)(F)F)cc(C(F)(F)F)c3)=NO2)cc1 (stereo not drawn)	-5	32	-5	-16	-7	-2	nt	-9	nt
CN1c2ccccc2C(C)(C)C12CCCC(=O)N2 (stereo not drawn)	-13	13	0	-1	-29	0	1	-15	2
O=c1cc(CSc2nnc(COc3ccc(Cl)cc3)o2)c2ccccc2[nH]1	-1	2	-3	-10	3	-1	2	-23[20 µM]	-1
Cc1cc(C)c2c(SC(C)C)nc(N)nc2n1	1	-51	0	-25	-4	-26	-3	-6	2
O=C(NCC1CCCO1)C1CCCN1C(=O)Nc1ccc(Cl)c(Cl)c1 (stereo not drawn)	nt	27	nt	4	5	11	-8	-10	-7
COc1ccc2cc(-c3cc(C(=O)OCC(=O)NC4CCS(=O)(=O)C4)c4ccccc4n3)ccc2c1 (stereo not drawn)	79*	i	-9	-5	-20	-3	-8	-24	0
Cc1ccc2ncnc(Oc3ncccc3NC(=O)C(C)(C)C)c2c1	-6	12	1	-7	-8	-7	-1	-16	5
O=c1cc(N2CCCCC2)nc2n1CCCS2	0	-2	-1	-13	-12	6	-2	-18	3
CCN1/C(=C/c2ccc3cc(C)cc(C)c3[n+]2CC)Sc2cc(C)ccc21	-132	39	-45	-35	-37	20	-30	0	-7
Cc1csc(NC(=O)CSc2nnnn2C)n1	7	-18	0	-3	-7	-1	-3	-8[20 µM]	1
CCN(CC)CCN1C(=O)c2ccccc2NC1c1ccc(F)cc1 (stereo not drawn)	8	i	-2	-10	-10	-2	-4	-35[20 µM]	4
CCN1CCN(CCOc2cccc(Oc3ccccc3)c2)CC1	2	14	-2	-4	-13	4	-5	-18	5
CCOc1ccc(-c2nnc(N)o2)cc1	0	4	-1	-1	3	1	3	-25	5
Cc1ccc(N=Nc2c(O)c3ccccc3[nH]c2=O)c(S(=O)(=O)N(C)C)c1	-5	24	-1	-5	-10	-7	1	-6	8
O=C(c1ccc(C#CC2(O)CCCCC2)cc1)N1CCN(C(c2ccccc2)c2ccccc2)CC1	3	-160	-1	-10	-6	-2	-12	-4[20 µM]	-7
O=C(Nc1ccc(S(=O)(=O)NCc2ccco2)cc1)C1CCCCC1	0	0	1	1	-4	-4	8	-28	-1
COc1cc(C(=O)OCC2CC(c3ccccc3)=NO2)cc(OC)c1OC (stereo not drawn)	2	-19	-1	-6	-1	-4	-4	-18	-2
CCCN(CCC)CCNC(=O)C1CCN(Cc2nc(-c3ccc(Cl)cc3)oc2C)CC1	-2	-11	-1	-4	-10	5	-4	-20	-5
COc1cc(OC)nc(NC(=O)COC(=O)c2cccc(Cl)c2)n1	-1	13	1	-15	-2	2	-1	-27	-1
CCC(C)(C)c1nnc(NC(=O)c2cccc([N+](=O)[O-])c2)s1	2	26	-1	-1	-8	-2	-7	-10	-6
O=C(COC(=O)COc1ccc(Br)cc1)Nc1cccnc1Cl	-6	-1	-1	-12	-7	-1	-7	-10	3
Cc1ccc(SCC(=O)NC(C)(C)C)cc1	1	-24	1	-1	-2	2	5	-11[20 µM]	1
Cc1ccc(S(=O)(=O)NNC(=O)Cc2cccn2C)cc1	3	-2	2	0	-8	-5	-5	-21	4
CCOC(=O)C1=C(O)CCn2c1nc1ccccc12	0	18	1	-1	-13	-4	-5	-10	-5

14 of the compounds above, with bars between the fields:
Structure | Runt-SMMHC FRET | m-calpain inh | Runt-CBFb FRET | NCF1 inh | EBV gp42 inh | TbHK1 inh | RBBP9 inhibitor | Furin inh | p97 ATPase inh
O=c1cc(N2CCCCC2)nc2n1CCCS2 | 0 | -2 | -1 | -13 | -12 | 6 | -2 | -18 | 3
CCN1/C(=C/c2ccc3cc(C)cc(C)c3[n+]2CC)Sc2cc(C)ccc21 | -132 | 39 | -45 | -35 | -37 | 20 | -30 | 0 | -7
Cc1csc(NC(=O)CSc2nnnn2C)n1 | 7 | -18 | 0 | -3 | -7 | -1 | -3 | -8[20 µM] | 1
CCN(CC)CCN1C(=O)c2ccccc2NC1c1ccc(F)cc1 (stereo not drawn) | 8 | i | -2 | -10 | -10 | -2 | -4 | -35[20 µM] | 4
CCN1CCN(CCOc2cccc(Oc3ccccc3)c2)CC1 | 2 | 14 | -2 | -4 | -13 | 4 | -5 | -18 | 5
CCOc1ccc(-c2nnc(N)o2)cc1 | 0 | 4 | -1 | -1 | 3 | 1 | 3 | -25 | 5
Cc1ccc(N=Nc2c(O)c3ccccc3[nH]c2=O)c(S(=O)(=O)N(C)C)c1 | -5 | 24 | -1 | -5 | -10 | -7 | 1 | -6 | 8
O=C(c1ccc(C#CC2(O)CCCCC2)cc1)N1CCN(C(c2ccccc2)c2ccccc2)CC1 | 3 | -160 | -1 | -10 | -6 | -2 | -12 | -4[20 µM] | -7
O=C(Nc1ccc(S(=O)(=O)NCc2ccco2)cc1)C1CCCCC1 | 0 | 0 | 1 | 1 | -4 | -4 | 8 | -28 | -1
COc1cc(C(=O)OCC2CC(c3ccccc3)=NO2)cc(OC)c1OC (stereo not drawn) | 2 | -19 | -1 | -6 | -1 | -4 | -4 | -18 | -2
CCCN(CCC)CCNC(=O)C1CCN(Cc2nc(-c3ccc(Cl)cc3)oc2C)CC1 | -2 | -11 | -1 | -4 | -10 | 5 | -4 | -20 | -5
COc1cc(OC)nc(NC(=O)COC(=O)c2cccc(Cl)c2)n1 | -1 | 13 | 1 | -15 | -2 | 2 | -1 | -27 | -1
CCC(C)(C)c1nnc(NC(=O)c2cccc([N+](=O)[O-])c2)s1 | 2 | 26 | -1 | -1 | -8 | -2 | -7 | -10 | -6
O=C(COC(=O)COc1ccc(Br)cc1)Nc1cccnc1Cl | -6 | -1 | -1 | -12 | -7 | -1 | -7 | -10 | 3

2 of the compounds above, with two lines to a compound.
Results follow in this order: Runt-SMMHC FRET, m-calpain inh, Runt-CBFb FRET, NCF1 inh, EBV gp42 inh, TbHK1 inh, RBBP9 inhibitor, Furin inh, p97 ATPase inh
> O=C(COC(=O)COc1ccc(Br)cc1)Nc1cccnc1Cl
 : -6, -1, -1, -12, -7, -1, -7, -10, 3
> Cc1ccc(SCC(=O)NC(C)(C)C)cc1
 : 1, -24, 1, -1, -2, 2, 5, -11[20 µM], 1

Next compounds
SMILES	Runt-SMMHC FRET	m-calpain inh	Runt-CBFb FRET	NCF1 inh	EBV gp42 inh	TbHK1 inh	RBBP9 inhibitor	Furin inh	p97 ATPase inh
CCOc1cc2[nH]c(=O)n(CCCC(=O)N(C)Cc3ccccc3)c(=O)c2cc1OCC	-1	-35	-3	-2	-8	-10	-7	-13	-3
CN(C)CCCNc1nc2sc3c(c2c(=O)n1CCc1ccccc1)CCCCC3	4	-13	2	-17	-6	9	-5	-22	-2
O=C(CNS(=O)(=O)c1ccccc1)Nc1ccc2c(c1)OCO2	2	-16	-1	2	-13	-3	-8	-24	6
Cc1cc(OC(=O)c2ccccc2)c([N+](=O)[O-])c(=O)[nH]1	-3	-34	2	-7	-24	-6	-1	-17	7
O=c1oc2cc(Oc3ccc(C(F)(F)F)cc3[N+](=O)[O-])ccc2c2c1CCCC2	10	-35	nt	-1	3	3	-1	-23[20 µM]	4
C/C(Cc1ccccc1)=N\NC(=O)CNC(=O)c1ccccc1O	-6	-15	-2	10	-7	-11	-8	-13	8
O=C(C1CCCCC1)N1CCN=C1SCc1cccc([N+](=O)[O-])c1	1	29	-1	nt	-12	-6	8	-24	1
O=C(CSc1nnc(-c2ccccc2)o1)NC1CCCCC1	0	16	1	-1	-2	4	-6	-7[20 µM]	-3
Cc1cc(=O)oc2cc(OCC(=O)OCC(=O)Nc3ccc4ccccc4c3)ccc12	2	-85	-3	-21	-12	-7	-8	-34	4
Cc1cc2nnc(SCCCCN3C(=O)c4ccccc4C3=O)n2c2ccccc12	-4	11	-12	2	-18	-5	-9	0[20 µM]	-7
COc1ccc(C2CC(O)(c3ccccc3)Oc3c(C)ccc(C)c32)cc1 (stereo not drawn)	2	1	2	-3	-10	3	nt	-26	nt
CCO[C@H]1OC(C(=O)Nc2ccccc2)=C[C@@H](c2coc3ccccc3c2=O)[C@@H]1CCCO	-1	16	0	6	-8	-13	1	-21	-4
NC(=O)[C@H](Cc1cc2ccccc2s1)NC(=O)[C@@H]1CC2(CC(c3cccc(NC(=O)[C@@H]4CCC(=O)N4)c3)=NO2)CN1C(=O)/C=C/Sc1ccccc1 (stereo partly drawn)	-13	-148	-4	-32	-14	-6	-25	-17	17*
Cc1ccc2nc(SCC(=O)NNC(=O)c3ccccc3)[nH]c2c1	0	-2	1	-21	-29	-5	-3	-19	5
COCCCNC(=S)Nc1cccc(S(=O)(=O)NC2=NCCC2)c1	0	12	-1	-14	-1	0	-2	-23	2
COc1cccc(OC)c1C(=O)OCC(=O)Nc1ccc(OC(F)(F)F)cc1	-1	9	-7	4	-14	-4	-5	-15[20 µM]	0
O=C(CCCc1cccs1)Nc1nc2c(s1)CCCC2	4	-2	2	-16	-10	-4	9	-3[20 µM]	0
